# Bioassay records: PubChem, several laboratories
# MITF TRPM1 HTS = activators of MITF-driven TRPM1 promoter reporter, primary screen, cell-based, SK-MEL-5, luciferase, single point; SK-MEL-5 TRPM1-promoter luciferase, 24 h; % of positive control, neutral wells = 0; activation, % at 12.5 µM; 300,000 tested, 0.75% active; AID 588334, 2011;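 active means mean activation of at least 80% with every replicate also reaching 80%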;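 further: 0% = neutral control wells and 100% = parthenolide positive control wells; values of inactives mirror those of a sister screen read the other way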
# RTF Ca sens act = cardiac RTF calcium sensitivity activators, primary screen, biochemical, IANBD-TnC fluorescence, EC20 calcium | IANBD-labeled TnC RTF fluorescence at EC20 calcium; 0% EC20 calcium, 100% full calcium | Troponin I, cardiac muscle (Homo sapiens) + Troponin T, cardiac muscle (Homo sapiens) + … | 340,000 tested, 0.24% active | activation, % at 7.2 µM | AID 493008, 2010;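 active means activation above the mean over all tested compounds plus 3 SD, cut at about 30% in these data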;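 further: rise in fluorescence read as greater calcium sensitivity of cardiac thin filaments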
# PvdQ acylase = P. aeruginosa PvdQ acylase inhibitors, primary screen, biochemical, fluorescence, plate reader and imaging, single point | AID 488965, 2010 | purified PvdQ acylase | PvdQ acylase [Pseudomonas aeruginosa LESB58] | inhibition, % at 10 µM | 340,000 tested, 0.063% active; in the data active means inhibition above about 30%, passing the limit was not always enough;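 further: 0% = vehicle neutral wells and 100% = reference inhibitor wells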
# Rtt109 HAT inh = inhibitors of C. albicans Rtt109/Vps75 HAT, primary screen, biochemical, ThioGlo CoA-SH fluorescence, plate reader | Histone acetyltransferase RTT109 (Candida albicans (strain SC5314 / ATCC MYA-2876)), … | purified Rtt109/Vps75, 4 h | inhibition, % at 34.9 µM | 330,000 tested, 0.16% active | AID 540336, 2011;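 active means inhibition of at least 50% in every replicate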
# Target sequence (Q5AAJ8 whole entry, looked up): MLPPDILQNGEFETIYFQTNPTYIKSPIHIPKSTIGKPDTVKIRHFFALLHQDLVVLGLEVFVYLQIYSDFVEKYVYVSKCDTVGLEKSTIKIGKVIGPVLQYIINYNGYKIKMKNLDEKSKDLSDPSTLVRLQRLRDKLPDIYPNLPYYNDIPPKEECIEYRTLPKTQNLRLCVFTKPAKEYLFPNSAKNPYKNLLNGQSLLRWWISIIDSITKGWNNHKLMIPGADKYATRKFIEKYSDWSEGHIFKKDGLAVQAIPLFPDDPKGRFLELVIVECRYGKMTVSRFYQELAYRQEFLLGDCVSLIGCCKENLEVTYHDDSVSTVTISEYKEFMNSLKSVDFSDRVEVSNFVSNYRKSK
# SR-BI uptake up = activators of SR-BI mediated DiI-HDL uptake, primary screen, ldlA[mSR-BI] CHO cells, DiI fluorescence; activation, % at 12.5 µM; 320,000 tested, 0.096% active; 3 h; 100 = double the neutral-control signal; AID 504775, 2011;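 active means mean replicate activation of at least 60% and every replicate at or above 60%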;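 further: 0% = median plate neutral-control signal and 100% = twice that signal; values of inactives mirror those of a sister screen read the other way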
#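 material = CHO ldlA[mSR-BI] cells | medium = Ham's F12 with 0.5% BSA, HEPES 25 mM, pH 7.4 | reagent = fluorescent DiI-HDL, 10 µg/mL final | compound dosing = single-point compound dose | incubation = 3 h, 37 °C | measured by = bottom-read fluorescence, 550/595 nm | measure = HDL uptake via cellular fluorescence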
# HTR5A ag = HTR5A agonists in luminescence cell assay, primary screen, counter-screen for OPRM1-OPRD1 heterodimer agonist project, full-deck HTS. AID 504692, 2011. activation, % at 9.3 µM. 340,000 tested, 0.61% active. 5-hydroxytryptamine receptor 5A (Homo sapiens), P47898. cell-based; in the data active means activation mostly above about 9.5%, no sharp cut-off; inactive means mostly below about 7.6%;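 further: 0% = cells with vehicle only and 100% = reference agonist; strong numbers were not always called active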
# CDK5 p35 inh = inhibitors of human CDK5/p35 kinase, primary screen, biochemical, single concentration | Cyclin-dependent kinase 5 (Homo sapiens) + Cyclin-dependent kinase 5 activator 1 (Homo … | Recombinant CDK5/p35, ADP-Glo luminescence, 60 min | inhibition, % at 10 µM | 330,000 tested, 0.01% active;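 active means highest replicate inhibition of at least 50% and at least 75% of replicates reaching 50%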;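 further: plate controls were DMSO neutral control for no effect and GW8510 at 10 µM for full effect; many of its hits are not listed in these tables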
# SR-BI DiI inh = inhibitors of SR-BI mediated HDL lipid uptake, primary screen, ldlA[mSR-BI] cells, fluorescence, single point. Scavenger receptor class B member 1 (Mus musculus), Q61009. 320,000 tested, 0.96% active. inhibition, % at 12.5 µM. ldlA[mSR-BI] CHO cells, DiI-HDL uptake fluorescence, 3 h;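 active means mean replicate inhibition of at least 70% and a set share of replicates each scoring 70 or more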;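 further: 0% = median of neutral control wells and 100% = median of positive control wells; values of inactives mirror those of a sister screen read the other way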
# Target sequence (Q61009 whole entry, looked up): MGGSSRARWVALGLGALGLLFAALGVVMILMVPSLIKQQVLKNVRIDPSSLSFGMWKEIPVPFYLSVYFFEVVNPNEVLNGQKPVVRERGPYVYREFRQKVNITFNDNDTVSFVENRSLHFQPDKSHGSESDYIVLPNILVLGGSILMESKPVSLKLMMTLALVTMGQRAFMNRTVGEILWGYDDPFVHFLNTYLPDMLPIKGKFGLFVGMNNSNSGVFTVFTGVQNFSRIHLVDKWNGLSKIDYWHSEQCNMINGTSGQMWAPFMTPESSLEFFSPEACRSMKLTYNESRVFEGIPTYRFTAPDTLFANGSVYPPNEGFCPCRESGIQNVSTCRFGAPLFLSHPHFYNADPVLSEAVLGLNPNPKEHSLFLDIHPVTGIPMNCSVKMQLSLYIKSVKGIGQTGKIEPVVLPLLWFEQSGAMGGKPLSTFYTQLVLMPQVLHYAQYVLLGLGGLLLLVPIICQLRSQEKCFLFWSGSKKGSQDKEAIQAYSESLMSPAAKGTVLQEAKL
# dFosB act = activators of delta FosB homodimer, primary screen, biochemical, fluorescence polarization, TAMRA-CDK5 oligo, single point | AID 493131, 2011 | 340,000 tested, 0.99% active | activation, % at 25 µM | Protein FosB (Mus musculus), P13346 | purified delta FosB; percent of positive-control signal above neutral wells;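 active means mean activation above about 17%, with every replicate also reaching it, limit read from the data, passing the limit was not always enough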;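 further: fluorescence polarization rise as delta FosB binds a TAMRA Cdk5 AP-1 oligo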
# Wnt act = Wnt/beta-catenin pathway activators, primary screen, cell-based, plate reader, single point; Wnt/beta-catenin reporter cell assay, activator; activation, % at 9.35 µM; 300,000 tested, 1.2% active; AID 743398, 2014; in the data active means activation above about 30%, passing the limit was not always enough;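 further: 0% = neutral control wells and 100% = positive control wells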
# The depositor's hits bear a star; / = not tested or not shown; & = joins results of further samples.
SMILES,MITF TRPM1 HTS,RTF Ca sens act,PvdQ acylase,Rtt109 HAT inh,SR-BI uptake up,HTR5A ag,CDK5 p35 inh,SR-BI DiI inh,dFosB act,Wnt act
O=C(Nc1ccccc1N1CCCCC1)C1CCN(S(=O)(=O)c2cccc(C(F)(F)F)c2)CC1,8,-14,-6,-3,-61,0,-0.9,61,-5,-4
COc1ccc(-c2cc(C(=O)N3CCN(C(c4ccccc4)c4ccccc4)CC3)no2)cc1OC,-6,-2,-8,-7,-28,3,1.2,28,10,/
CCN1CCc2c(C#N)c(N3CCOCC3)nc(NCCO)c2C1,-2,9,11,/,17,-1,-0.5,-17,-5,-1
CC(C)N=C1NN=C(c2cccs2)C(CC(=O)O)S1 (configuration not stated),-1,2,5,38,5,1,-0.7,-5,1,3
O=C(Nc1ccc2c(c1)OCO2)c1c[nH]c(=O)n(-c2ccc(F)cc2)c1=O,18,-7,13,3,1,-1,0.9,-1,-8,3
O=C(NC1CCCCC1)C(c1ccncc1)N(C(=O)Cc1cccs1)c1ccccc1 (configuration not stated),2,1,1,4,14,2,-0.8,-14,-9,-1
Cc1[nH]n(-c2ccccc2)c(=O)c1C(C[N+](=O)[O-])c1ccc(F)cc1 (configuration not stated),1,0,-12,-11,9,4,-0.9,-9,-5,/
COc1ccc(/C=C/C(=O)O)cc1S(=O)(=O)N1CCC(Cc2ccccc2)CC1,-5,-6,-10,-2,7,0,-2.0,-7,2,1
COc1ccc(Cc2nnc(N)s2)cc1OC,6,-4,-18,-3,4,2,-0.4,-4,1,-6
CCN1CCN(S(=O)(=O)c2ccc3c4c(cccc24)C(=O)N3CC)CC1,4,0,-18,-154,12,-1,2.8,-12,-13,1
Cc1cccc(C(=O)NC(=S)NNC(=O)COc2c(C)cccc2C)c1,-5,-3,8,4,-6,3,-1.8,6,0,/
CCOC(=O)c1sc(NC(=O)CN2C(=O)NC3(CCCCCCC3)C2=O)c(C(=O)OCC)c1C,22,2,-3,1,-17,7,-2.7,17,-21,0

# Sorted by the number under Wnt act (ascending): six from the list above
Structure | Wnt act
COc1ccc(Cc2nnc(N)s2)cc1OC | -6
O=C(Nc1ccccc1N1CCCCC1)C1CCN(S(=O)(=O)c2cccc(C(F)(F)F)c2)CC1 | -4
O=C(NC1CCCCC1)C(c1ccncc1)N(C(=O)Cc1cccs1)c1ccccc1 (configuration not stated) | -1
CCOC(=O)c1sc(NC(=O)CN2C(=O)NC3(CCCCCCC3)C2=O)c(C(=O)OCC)c1C | 0
CCN1CCN(S(=O)(=O)c2ccc3c4c(cccc24)C(=O)N3CC)CC1 | 1
O=C(Nc1ccc2c(c1)OCO2)c1c[nH]c(=O)n(-c2ccc(F)cc2)c1=O | 3

# Additional results:
SMILES,MITF TRPM1 HTS,RTF Ca sens act,PvdQ acylase,Rtt109 HAT inh,SR-BI uptake up,HTR5A ag,CDK5 p35 inh,SR-BI DiI inh,dFosB act,Wnt act
C=CCc1cccc(CNc2nc3ccccc3n2C(C)C)c1O,-3,-2,-9,34,-6,0,-0.4,6,-16,/
Cc1cc(NC(=O)C(=O)NCCN2CCN(C(=O)c3cccs3)CC2)ccc1Br,-20,6,-7,-12,-47,1,-3.9,47,-13,/
O=S(=O)(c1ccc(Cl)cc1)N(Cc1ccccn1)Cc1ccccn1,0,3,0,-17,3,1,1.2,-3,3,2
Cc1ccc2c(c1)N(CC(=O)Nc1ccc3c(c1)OCCO3)C(=O)CO2,3,-5,-14,-10,10,-1,-1.1,-10,-5,/
C=CCNC(=S)N/N=C/c1ccc(N(CC)Cc2ccccc2)cc1,-2,9,4,4,-29,1,-1.3,29,-10,/
COc1ccc(OCCCc2c(C)n[nH]c2C)cc1,3,1,8,2,-1,0,-1.1,1,0,/
CCCNC(=O)C(Cc1ccc(I)cc1)NC(=O)c1ccc2ccccc2n1 (configuration not stated),-4,-16,-14,-5,-1,7,1.5,1,6,-8
Cc1cc(C)nc(NC(=NCCc2c[nH]c3ccccc23)NC(=O)Nc2ccc(Cl)c(Cl)c2)n1,1,4,-14,2,-48,0,-1.4,48,3,/
O=C(Nc1cccc(-c2cn3c(n2)SCC3)c1)c1ccc2c(c1)OCO2,19,-2,-18,6,-60,4,-0.4,60,-1,9
O=c1cc(N2CCc3ccccc3C2)[nH]c(=O)n1C1CCCCC1,-1,-1,-1,-8,32,0,0.1,-32,2,/
c1ccc(-c2nnc3nc(N4CCCCC4)nc(N4CCCCC4)n23)cc1,2,1,-5,9,-11,-1,-1.3,11,-1,-3
CC[N+](CC)(CC=C(C)C)CC(=O)OC,-13,-5,5,4,5,3,0.8,-5,5,-8
Cc1cc(C)c(NC(=O)c2ccc[n+](Cc3ccc([N+](=O)[O-])cc3)c2)c(C)c1,-7,1,1,-1,8,0,-2.3,-8,-4,/
Cc1ccnc2nc(C(=O)OC(C)C(=O)NCc3ccccc3)nn12 (configuration not stated),-10,-9,-12,-13,10,-3,-1.4,-10,-1,-4
COc1cnn(-c2ccc(C)cc2)c(=O)c1Br,49,-2,-4,2,-1,0,-0.7,1,-2,-2
COCc1cc(=O)[nH]c(/N=C(\N)Nc2ccc(Oc3ccccc3)cc2)n1,/,0,-5&7,-4&0,-10&-9,0,0.7,10&9,-5,1
CC(C)C1(C(C)C)OC(=O)c2ccccc21,-3,1,-8,3,0,1,-0.5,0,-5,/
COc1ccc(OC)c(NC(=O)CCCN2C(=S)NC(C)(C)CC2C)c1 (configuration not stated),-7,2,-2,2,2,-1,-0.7,-2,-3,-3
Cc1cccc(NC(=O)Nc2ccccc2)n1,12,-7,-4,2,0,6,-0.7,0,-4,13
CCOC(=O)N1CCN(S(=O)(=O)c2c[nH]c(C(=O)OC)c2)CC1,-2,-6,-14,-7,1,0,-0.6,-1,-3,-1
CCCCC(=O)Nc1nnn(CCC)n1,-4,0,-14,-16,-1,7,-0.7,1,-5,2
CCCc1nnc(SCC(=O)Nc2ccc(OCC)cc2)n1N,6,3,-16,5,2,-3,1.8,-2,-5,/
COC(=O)CSc1nnc(CSc2nc(C)cc(C)n2)n1Cc1ccco1,/,5,-12,-4,10,-2,-1.4,-10,5,-8
CC(Sc1nncn1C)C(=O)Nc1ccc(S(N)(=O)=O)cc1 (configuration not stated),9,1,-10,-11,2,-3,1.3,-2,5,0

# Record cards, from the list above:
# Entry for `O=C(Nc1ccccc1N1CCCCC1)C1CCN(S(=O)(=O)c2cccc(C(F)(F)F)c2)CC1` : MITF TRPM1 HTS: 8; RTF Ca sens act: -14; PvdQ acylase: -6; Rtt109 HAT inh: -3; SR-BI uptake up: -61; HTR5A ag: 0; CDK5 p35 inh: -0.9; SR-BI DiI inh: 61; dFosB act: -5; Wnt act: -4
# Entry for `COc1ccc(OCCCc2c(C)n[nH]c2C)cc1` : MITF TRPM1 HTS: 3; RTF Ca sens act: 1; PvdQ acylase: 8; Rtt109 HAT inh: 2; SR-BI uptake up: -1; HTR5A ag: 0; CDK5 p35 inh: -1.1; SR-BI DiI inh: 1; dFosB act: 0; Wnt act: /

# Further records
SMILES,MITF TRPM1 HTS,RTF Ca sens act,PvdQ acylase,Rtt109 HAT inh,SR-BI uptake up,HTR5A ag,CDK5 p35 inh,SR-BI DiI inh,dFosB act,Wnt act
CCOc1ccc(S(=O)(=O)N2CCC(C(=O)NC3CC3)CC2)cc1Cl,-3,-3,-14,-4,0,0,2.2,0,-3,-1
CC(C)(C)C1CCC(N2CCN(c3ccccc3)CC2)CC1 (configuration not stated),/,-1,-3,12,1,8,1.3,-1,3,0
Cc1ccn(S(=O)(=O)c2ccc3oc(=O)ccc3c2)n1,-2,-3,-17,-7,28,3,-0.2,-28,-2,-1
Cc1ccc(Cl)cc1NC(=O)COC(=O)CN1C(=O)C2CCCCC2C1=O (configuration not stated),12,-4,-3,-7,6,-2,-2.0,-6,-3,-4
CC1(C)CC(Nc2ccc(C(F)(F)F)cc2[N+](=O)[O-])CC(C)(C)N1,-6,-4,1,6,10,11,0.1,-10,-5,2
COC(=O)CCc1c(C)c(C#N)c2nc3ccccc3n2c1N1CCCC1,2,-2,-4,2,-2,-4,-1.3,2,-3,-4
Cc1ccc(C)c(C(=O)COC(=O)c2cc([N+](=O)[O-])ccc2NCCO)c1,9,-7,-6,-8,-56,0,1.7,56,-6,-3
Cc1ccc(-c2nnc(Nc3ccccc3)o2)cc1,-4,5,-9,-2,8,8,1.4,-8,-2,-1
CC(=O)c1ccc(OCC(=O)N2CCN(S(=O)(=O)c3ccc(Br)s3)CC2)cc1,-6,3,-3,-1,-4,2,-1.1,4,-11,-1
COC(=O)c1cc2c(ccn2-c2ccc(F)cc2)n1Cc1ccc(OC(C)=O)cc1,3,0,-10,-3,-57,5,2.2,57,-10,6
CCc1ccc(N2C(=O)C3C4C=CC(CC4)C3C2=O)cc1 (configuration not stated),42,-8,0,1,-14,1,0.3,14,6,3
O=C(NC1CC1)c1cc(Cl)ccc1[N+](=O)[O-],/,-3,9,/,21,0,0.4,-21,-4,/
CC1CCN(C(=O)c2ccccc2NC(=O)c2cccc(S(=O)(=O)N3CCOCC3)c2)CC1,3,-2,-3,4,-24,1,1.7,24,5,-2
CC(=O)Oc1ccc(C(=O)N2c3ccccc3NC(=O)C2C)cc1 (configuration not stated),9,-3,12,12,-2,-2,0.7,2,-10,0

# A draw from above in order of formula weight, descending:
SMILES,MITF TRPM1 HTS,RTF Ca sens act,PvdQ acylase,Rtt109 HAT inh,SR-BI uptake up,HTR5A ag,CDK5 p35 inh,SR-BI DiI inh,dFosB act,Wnt act
COC(=O)c1cc2c(ccn2-c2ccc(F)cc2)n1Cc1ccc(OC(C)=O)cc1,3,0,-10,-3,-57,5,2.2,57,-10,6
Cc1ccc(C)c(C(=O)COC(=O)c2cc([N+](=O)[O-])ccc2NCCO)c1,9,-7,-6,-8,-56,0,1.7,56,-6,-3
Cc1ccn(S(=O)(=O)c2ccc3oc(=O)ccc3c2)n1,-2,-3,-17,-7,28,3,-0.2,-28,-2,-1
